PfGluPho inh – PfG6PD enzyme inhibitors, primary screen, biochemical, fluorescence intensity, uHTS | glucose-6-phosphate dehydrogenase-6-phosphogluconolactonase (Plasmodium falciparum 3D7) | PfGluPho enzyme, NADPH resazurin-diaphorase fluorescence | inhibition, % at 20 µM | 350,000 compounds, 0.78% hits;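 active = inhibition reaching at least a set limit at 20 µM in the primary screen, cut at about 59% in these data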;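 note: 0% = DMSO wells with substrate and 100% = DMSO wells lacking glucose-6-phosphate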
HKDC1 inhibitor – HKDC1 hexokinase inhibitors, primary screen, biochemical, fluorescence, uHTS; Q2TB90; recombinant HKDC1, G6PDH/diaphorase resazurin coupled fluorescence; inhibition, % at 20 µM; 340,000 compounds, 0.16% hits; AID 493160, 2011;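 active = inhibition above about 35% when tested at 20 µM, limit read from the data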;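 note: plate controls were DMSO wells with enzyme for no effect and DMSO wells lacking enzyme for full effect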
Target sequence (Q2TB90 whole entry, looked up): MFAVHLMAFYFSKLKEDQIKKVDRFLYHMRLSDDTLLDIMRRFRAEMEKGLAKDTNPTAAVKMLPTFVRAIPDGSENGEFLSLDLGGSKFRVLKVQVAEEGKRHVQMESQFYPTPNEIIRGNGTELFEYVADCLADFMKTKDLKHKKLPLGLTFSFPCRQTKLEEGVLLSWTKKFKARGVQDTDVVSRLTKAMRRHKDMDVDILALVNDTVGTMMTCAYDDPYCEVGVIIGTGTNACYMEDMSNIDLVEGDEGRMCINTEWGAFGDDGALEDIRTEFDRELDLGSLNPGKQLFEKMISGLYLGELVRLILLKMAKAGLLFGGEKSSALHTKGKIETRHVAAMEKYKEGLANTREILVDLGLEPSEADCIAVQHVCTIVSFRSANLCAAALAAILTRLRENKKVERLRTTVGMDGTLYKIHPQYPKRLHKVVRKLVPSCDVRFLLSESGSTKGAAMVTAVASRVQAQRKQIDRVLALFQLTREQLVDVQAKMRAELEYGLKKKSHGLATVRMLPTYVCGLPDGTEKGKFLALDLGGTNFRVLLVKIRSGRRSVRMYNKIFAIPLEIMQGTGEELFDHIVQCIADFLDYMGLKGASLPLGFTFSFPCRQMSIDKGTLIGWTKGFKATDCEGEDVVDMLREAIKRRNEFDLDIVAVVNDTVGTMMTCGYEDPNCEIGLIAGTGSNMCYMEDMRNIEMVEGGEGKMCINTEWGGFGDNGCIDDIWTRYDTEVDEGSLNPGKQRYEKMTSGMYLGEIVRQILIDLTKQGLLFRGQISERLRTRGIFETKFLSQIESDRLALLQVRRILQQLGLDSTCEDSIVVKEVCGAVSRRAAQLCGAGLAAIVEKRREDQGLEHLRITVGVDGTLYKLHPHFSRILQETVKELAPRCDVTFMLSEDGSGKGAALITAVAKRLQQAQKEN
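Incubation: 90 min at room temperature in dark / Material: recombinant HKDC1 (HK5) hexokinase enzyme, produced in-house / Quantity: enzyme 5 µg/mL final / Compound: one dose of 20 µM, 1% DMSO / Reagent: glucose and ATP substrates / Buffer or medium: Tris pH 8.0 buffer with MgCl2, Tween-20, BSA, BME / Technique: resorufin fluorescence at 613 nm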
SENP1 FRET inh – human SENP1 catalytic domain inhibitors, primary screen, biochemical, FRET, uHTS; Sentrin-specific protease 1 (Homo sapiens), Q9P0U3; recombinant SENP1 catalytic domain, CyPet-SUMO1-YPet FRET cleavage; inhibition, % at 10 µM; 360,000 compounds, 0.21% hits; AID 624204, 2012;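 active = inhibition at least 30% at 10 µM, raw YFP signal under a set limit, fluorescence ratio 0.5 to 1.5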;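 note: 0% = enzyme with DMSO and 100% = no enzyme wells; some results filed as inactive read as strong as hits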
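System: Recombinant human SENP1 catalytic domain, His6-tagged | Incubation: Enzyme reaction for 50 min at room temperature, dark | Medium: Tris pH 8 with BME, BSA, NP40 and catalase | Also added: 25 nM SUMO1 FRET substrate | Compound: 10 µM single point, 0.5% DMSO | Measured by: FRET fluorescence in CFP and YFP emission channels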
SENP6 inh – SENP6 protease inhibitors, primary screen, biochemical, luminescence, uHTS; inhibition, % at 10 µM; Recombinant SENP6 catalytic domain, aminoluciferin luminescence; 330,000 compounds, 1.8% hits;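 active = inhibition above about 50% at the single tested dose, limit read from the data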;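 note: plate controls were DMSO wells with enzyme for no effect and DMSO wells lacking enzyme for full effect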
Apaf-1 inh – inhibitors of human Apaf-1 apoptosome, primary screen, biochemical, DEVD-Rh110 fluorescence, uHTS; Apoptotic protease-activating factor 1 (Homo sapiens), O14727; AID 489030, 2010; 330,000 compounds, 0.71% hits; reconstituted apoptosome caspase-3 activity; inhibition, % at 20 µM; active = inhibition of at least 40% at 20 µM;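 note: plate controls were DMSO wells for no effect and DEVD-CHO caspase inhibitor wells for full effect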
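Material: biochemical Apaf-1 apoptosome reconstitution. Medium: Hepes buffer, pH 7.5. Also added: cytochrome c activation, bis-DEVD rhodamine 110 substrate. Timing: 30 min compound preincubation, 50 min activation, room temperature. Measured by: rhodamine 110 fluorescence at Ex 480/Em 540 nm.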
SENP7 block – SENP7 protease inhibitors, primary screen, biochemical, luminescence, uHTS; recombinant SENP7, Z-RLRGG-aminoluciferin luminescence, 40 min; inhibition, % at 5 µM; 330,000 compounds, 1.5% hits;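 active = inhibition above about 50% at the single test dose, limit read from the data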;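 note: plate controls were DMSO with enzyme for no effect and no enzyme buffer wells for full effect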
SENP8 block-1 – human SENP8 protease inhibitors, primary screen, biochemical, fluorescence, Nedd8 protein substrate, uHTS. Sentrin-specific protease 8 (Homo sapiens), Q96LD8. recombinant SENP8. inhibition, % at 20 µM. 360,000 compounds, 0.64% hits. AID 602440, 2012; in the data active = inhibition mostly above about 40%, no sharp cut-off; inactive = mostly below about 27%
SENP8 block-2 – SENP8 protease inhibitors, primary screen, biochemical, luminescence; AID 2540, 2010; purified SENP8, Z-RLRGG-aminoluciferin cleavage; 330,000 compounds, 1.2% hits; Sentrin-specific protease 8 (Homo sapiens), Q96LD8; inhibition, % at 10 µM; in the data active = inhibition above about 50%
* hit, by the source's call; / = not tested or not shown; & = joins results of further samples.

structure	PfGluPho inh	HKDC1 inhibitor	SENP1 FRET inh	SENP6 inh	Apaf-1 inh	SENP7 block	SENP8 block-1	SENP8 block-2
O=C(ONC1=NCCCCC1)c1ccc(Cl)cc1	0	-4	1	-8	-1	0	20	-5
CCc1cccc(OCC(O)Cn2c(N3CCCCC3)nc3c2c(=O)[nH]c(=O)n3C)c1 (stereo unspecified)	13	0	0	9	2	4	9	0
Cc1ccnc(NS(=O)(=O)c2ccc(NC(=O)c3ccc(S(=O)(=O)N(C)C)cc3)cc2)n1	-2	-10	-5	0	-8	0	8	5
CC1CCCC(C)N1/N=C/c1cc(Br)c(O)c(Br)c1 (stereo unspecified)	/	/	/	4	0	5	/	3
c1ccc(-c2nn3c(C4CCCCC4)nnc3s2)cc1	2	2	-3	-11	17	8	6	-3
CCOC(=O)c1c(C)[nH]c(C(=O)COC(=O)CNC(=O)c2ccccc2Cl)c1C	25	-11	3	-10	3	-6	-3	-10
CN(C)CCCN1C(=O)c2cc3ccccc3cc2C1=O	-9	-2	2	-1	-19	3	-289	10
CC(C)COC(=O)c1ccc(NC(=O)C2C3CCC(C3)C2C(=O)O)cc1 (stereo unspecified)	5	-4	0	-13	-3	4	15	0
Cc1ccc(S(=O)(=O)N2CCN(C(=O)CSc3nnc(-c4ccco4)o3)CC2)cc1	-2	2	2	-6	4	-3	3	1
CC(C)c1c(O)nc(SCCN(C)C)[nH]c1=O	5	-8	1	3	-6	-4	2	-14
COc1c(C)cccc1C(=O)Nc1ccc(N2CCOCC2)c(Cl)c1	68*	-7	-2	13	10	-3	23	-15
CSCCC(N=C(NS(=O)(=O)c1ccccc1)c1ccccc1)C(=O)O (stereo unspecified)	-7	-6	-1	-3	3	0	24	6
COC(=O)c1cc(=O)n(Cc2ccco2)c(=Nc2ccc(F)c(Cl)c2)s1	9	14	0	4	18	7	27	5
COc1ccc(NC(=O)CN2CCN(CC(=O)Nc3ccc4c(c3)OCO4)CC2)cc1	-8	-7	0	-3	16	-13	13	-3
Cc1ccc(C(=O)Cn2cncn2)cc1	9	3	1	-6	4	1	6	-3

Structures above that bear a hit mark in PfGluPho inh.
SMILES	PfGluPho inh	HKDC1 inhibitor	SENP1 FRET inh	SENP6 inh	SENP7 block
COc1c(C)cccc1C(=O)Nc1ccc(N2CCOCC2)c(Cl)c1	68*	-7	-2	13	-3

The list continues.
structure	PfGluPho inh	HKDC1 inhibitor	SENP1 FRET inh	SENP6 inh	Apaf-1 inh	SENP7 block	SENP8 block-1	SENP8 block-2
CC(=O)Nc1nc(C)c(-c2csc(Nc3ccccn3)n2)s1	17&23	-7&-10	1&0	87*	5&8	79*	-306	74*
Fc1ccc(Nc2nc(N3CCOCC3)c3ccccc3n2)cc1	25	-1	-2	-19	19	0	-463	-8
O=C(CN(C(=O)c1csnn1)c1ccc(F)c(Cl)c1)NC1CCCC1	16	-6	2	-13	0	1	3	3
CCOC(=O)c1cccc(NC(=O)CSc2nnc(C3CCCCC3)n2CC)c1	-11	-1	1	-17	14	-6	24	-4
CCN(CC(=O)Nc1c(F)cccc1F)C(=O)CNC(=O)c1ccc2ccccc2c1	-13	-7	3	-12	-1	11	0	-5
CCOC(=O)c1c(-c2ccc(OC)cc2)csc1/N=C/C1C(=O)CCCC1=O	31	6	-45	16	15	-7	-44	4
COc1cccc(CNC(=O)CCC2CCCN(C3CCOCC3)C2)c1 (stereo unspecified)	-3	-7	-1	-15	-1	1	12	1
Clc1ccc(SCc2cc(-c3ccccc3)no2)cc1	-12	-4	0	-4	18	3	8	-5
Cc1cc2oc(=O)cc(CN(C)Cc3ccccc3)c2cc1C(C)C	10	1	-2	7	18	-8	7	-2
Cc1cc(F)c(F)c(C(=O)N2CCOCC2)c1	-5	-2	1	-4	-4	5	2	6
CCOC(=O)Cc1csc(NC(=O)c2cc(OC)cc(OC)c2)n1	-4	-2	-1	21	6	12	-5	-2
Cc1cc(C)n(Cc2nc3ccccc3n2C)n1	10	4	3	-2	5	-9	2	-10
C/C(CC(=O)Nc1cc(C)ccn1)=N\NC(=O)c1ccccc1C	-14	-1	1	-13	-7	3	2	2
CC(=O)Nc1ccc(NC(=O)CN(C)S(=O)(=O)c2ccc3ccccc3c2)cc1	-4	0	-3	-7	-2	-4	2	-2
CCOC(=O)c1nc(Nc2ccc(C(=O)O)cc2)c2ccccc2n1	-5	-1	2	11	-5	-2	-17	-11
COc1ccccc1NC(=O)CS(=O)(=O)c1cccc2nsnc12	-6	-3	2	4	-1	11	19	-11
Cc1ccc(S(=O)(=O)N(C)CCCC(=O)NC(C)(C)C)cc1	-7	-5	1	-10	7	-2	-1	6
COCCNC(=O)C1CC2Cn3c(nc4cc(C)c(C)cc43)C2N1C (stereo unspecified)	-7	1	1	-5	-7	-2	5	3
Cc1cccc(CC(=O)Nc2sc(C(C)C)cc2C(=O)N2CCOCC2)c1	3	-3	2	3	5	-4	10	-9
CC(NC(=O)c1ccccc1)C(=O)OCC(=O)Nc1cccc(S(=O)(=O)N2CCCC2)c1 (stereo unspecified)	-1	-3	3	/	/	/	-43	/
O=c1cc(CN2CCN(c3cccc(Cl)c3)CC2)c2cc3c(cc2o1)CCCC3	-3	-5	1	3	12	35	8	-3
Cc1nnc(SCc2ccc([N+](=O)[O-])cc2)o1	7	-12	1	4	1	7	7	-3
C=CCN1C(=O)C2C3C=CC(C2C1=O)C1C2C(=O)N(CC=C)C(=O)C2C31 (stereo unspecified)	-14	0	1	-8	0	1	2	-10
CC(C)C(=O)NC(C)C(c1cccs1)N1CCOCC1 (stereo unspecified)	-4	-15	0	-5	-5	-6	19	-7
O=C(NC1CCN(Cc2ccccc2)CC1)C1CCN(c2nnc(-n3cccc3)s2)CC1	13	0	-2	-5	10	-8	8	6
CC(=O)OCC1=C(C(=O)O)N2C(=O)[C@@H](NC(=O)Cc3ccccc3)[C@H]2SC1	1	3	2	/	/	/	34	/
COc1ccc2c(c1)OC[C@H]1[C@@H]2N2C(=O)CNC(=O)[C@@]2(C)[C@H]1c1ccccc1	0	-6	0	-8	-3	7	12	2
CSc1ccccc1NC(=O)COC(=O)c1cnc(C)cn1	1	-4	1	-8	-1	10	7	-1
Cc1cc(Nc2ccc3c(c2)OCCO3)n2nc(C)nc2n1	-5	1	-2	-10	-5	-12	15	-16
COc1ccccc1NC(=O)N1CCCC1C(=O)NCc1ccccc1F (stereo unspecified)	-13	-4	0	-19	-3	2	17	-1
Cc1cccc(NC(=O)CN2CCN(C(=O)c3ccc(-c4nc5ccccc5s4)o3)CC2)c1C	21	10	-13	-9	27	19	-106	-23
O=C1CC(C(=O)N2CCC(N3CCC(C(=O)NC4CC4)CC3)CC2)c2ccccc21 (stereo unspecified)	-8	-8	-26	-17	-29	4	-22	8
Cn1c(Cn2c(=O)sc3ccccc32)nnc1SCC(=O)NCc1ccc(F)cc1	1	-4	0	3	-8	1	21	-3
Cc1ccc(C(=O)Oc2ccc3c(c2)ncn3C)cc1	7	4	6	36	-15	-4	18	8
CC1Cc2ccccc2C(CCc2ccccc2)=N1 (stereo unspecified)	3	-4	-35	9	4	-5	1	0
CCOc1cc(C(=O)N(C)CC(=O)Nc2cccc3ccccc23)ccc1OC	0	-1	-4	4	2	4	-1	5
Cc1c(NC(=O)c2ccc(Br)o2)c(=O)n(-c2ccccc2)n1C	-7	-15	1	3	-8	-3	6	5
O=C(NCCc1ccc(F)cc1)C1CCCO1 (stereo unspecified)	8	3	1	2	-18	2	32	-3
CCOC(=O)N1CCN(CC(O)COCc2ccc(OC)c(OC)c2)CC1 (stereo unspecified)	-14	-11	2	-11	2	-7	-2	-17
O=C(Cc1c[nH]c2ccccc12)NCc1ccncc1	-12	5	-11	3	-7	-7	0	-4
O=C(C(Br)=Cc1ccccc1)c1ccccc1	17	14	3	/	/	/	12	/
c1ccc(-n2c(Cc3cn4ccsc4n3)nnc2N2CCOCC2)cc1	5	-8	3	0	-5	-7	7	-3
O=C(c1ccc(Cl)c(Cl)c1)N1CCN(c2ccccn2)CC1	-5	-3	-7	3	-12	6	10	0
COc1ccc(Cl)cc1NC(=O)c1ccccc1C	13	4	1	-25	12	-10	3	-13
O=C1NC[C@@H](Cc2cccc3ccccc23)N(CC2(c3ccccc3)CC2)C1=O	19	13	-2	-4	38	13	11	-9

Reformatted with each value named: entries from further up.
Compound: CCOc1cc(C(=O)N(C)CC(=O)Nc2cccc3ccccc23)ccc1OC
  PfGluPho inh: 0; HKDC1 inhibitor: -1; SENP1 FRET inh: -4; SENP6 inh: 4; Apaf-1 inh: 2; SENP7 block: 4; SENP8 block-1: -1; SENP8 block-2: 5
Compound: O=C(Cc1c[nH]c2ccccc12)NCc1ccncc1
  PfGluPho inh: -12; HKDC1 inhibitor: 5; SENP1 FRET inh: -11; SENP6 inh: 3; Apaf-1 inh: -7; SENP7 block: -7; SENP8 block-1: 0; SENP8 block-2: -4

(listing goes on)
structure	PfGluPho inh	HKDC1 inhibitor	SENP1 FRET inh	SENP6 inh	Apaf-1 inh	SENP7 block	SENP8 block-1	SENP8 block-2
CN1CCC(NCCC(c2ccc(F)cc2)c2ccc(Cl)cc2)CC1 (stereo unspecified)	-4	-2	3	-6	4	1	26	-7
COc1ccc(CNC(=O)C(C)OC(=O)c2cccc(N(C)C)c2)cc1 (stereo unspecified)	9	0	-2	5	-3	3	-355	6
Cc1cc2cc(C)c(NCCNC(=O)c3cccc(F)c3)nc2cc1C	-14	12	-3	6	9	0	-106	-1
CC(C)Cn1c(=O)c2c(nc3n2CCS3)n(C)c1=O	6	-4	1	-6	-7	15	-7	0
